GAA850 FXN act – frataxin GAA850 promoter activation; HEK293 lucGAA850 FXN promoter luciferase reporter, 24 h; percent of 10 µM SAHA response; activation, % at 6 µM; 0.56% of 360,000 active; AID 540364;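 active = activation above the average of all compounds screened plus 3 SD, cutoff fixed separately per campaign, cut at about 7.5% in these data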;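 note: 0% = DMSO wells and 100% = 10 µM SAHA wells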
DAX1 inh-1 – inhibits human nuclear receptor DAX1; HEK293 Gal4-DAX1 luciferase reporter, luminescence; inhibition, % at 6.75 µM; 0.99% of 340,000 active; AID 504766;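 active = inhibition above the mean over all tested compounds plus 3 SD, cut at about 4.2% in these data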;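 note: 0% = DAX1-transfected cells with DMSO and 100% = empty-vector control cells with DMSO; inhibition shows as a rise in luminescence from relieved DAX1 repression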
PG9 binder – small molecules binding HIV-1 gp120 antibody PG9 | AID 624416 | TR-FRET gp120-PG9 antibody binding | inhibition, % at 6.7 µM | 0.43% of 360,000 active; in the data active = inhibition above about 8.5%
ssDAF12 agonist – activates DAF-12 receptor from parasite S. stercoralis | HEK293 ssDAF-12/GRIP1 lit1-tk-luc reporter, luminescence; % of 3 µM dafachronic acid response | activation, % at 6.8 µM | 1% of 370,000 active | AID 652126;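 active = activation above the mean over all tested compounds plus 3 SD, cut at about 0.9% in these data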;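 note: 0% = DMSO-only wells and 100% = 3 µM delta7-dafachronic acid wells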
hcDAF-12 act – H. contortus DAF-12 activation, primary screen. 1.4% of 370,000 active. AID 652067. activation, % at 6.8 µM. HEK293 hcDAF-12 lit1-tk-luc reporter, luminescence; 0% DMSO, 100% Δ7-dafachronic acid;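 active = activation above the mean of all tested compounds plus 3 SD, cut at about 5.5% in these data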;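 note: 100% = response to 3 µM Δ7-dafachronic acid high control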
SMARCA2 act – SMARCA2 function activation, primary screen; activation, % at 9.1 µM; AID 652017; MG213 cells, MMTV-luciferase reporter, dexamethasone, overnight; 1% of 370,000 active; in the data active = activation above about 7.8%;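 note: 0% = vehicle wells and 100% = reference activator wells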
HGIII-sPLA2 inh – Inhibits HGIII-sPLA2 liposome hydrolysis, primary screen; AID 743126; QFRET BODIPY PC-A2 liposome hydrolysis, fluorescence; Q9NZ20; inhibition, % at 12.2 µM; 0.56% of 370,000 active;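 active = inhibition above mean plus 3 SD of compounds lying within the high and low control bounds, cut at about 19% in these data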;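 note: 0% = median of test compound wells and 100% = no enzyme DMSO wells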
Target sequence (Q9NZ20 whole entry, looked up): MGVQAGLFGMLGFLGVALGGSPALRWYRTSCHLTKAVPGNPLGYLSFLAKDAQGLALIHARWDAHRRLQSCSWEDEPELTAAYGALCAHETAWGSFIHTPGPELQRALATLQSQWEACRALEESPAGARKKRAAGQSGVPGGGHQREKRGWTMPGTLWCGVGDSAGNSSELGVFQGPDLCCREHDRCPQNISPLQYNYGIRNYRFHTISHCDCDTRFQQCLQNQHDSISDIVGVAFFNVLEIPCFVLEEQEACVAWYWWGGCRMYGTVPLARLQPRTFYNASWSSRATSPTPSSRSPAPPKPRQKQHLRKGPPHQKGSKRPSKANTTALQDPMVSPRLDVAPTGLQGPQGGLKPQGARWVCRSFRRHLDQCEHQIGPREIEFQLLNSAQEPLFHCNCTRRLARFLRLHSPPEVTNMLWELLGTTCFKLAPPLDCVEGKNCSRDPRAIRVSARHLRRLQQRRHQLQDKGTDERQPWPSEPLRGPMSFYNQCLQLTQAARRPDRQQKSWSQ
PLCb3 inh – inhibitors of human phospholipase C beta3; AID 720704; 0.18% of 370,000 active; inhibition, % at 12.2 µM; Purified PLC-beta3, fluorogenic substrate, fluorescence; in the data active = inhibition above about 11%;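 note: 0% = median of compound wells on plate and 100% = full blocker control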
DAX1 inh-2 – blocks DAX1 repression of SF-1 activated StAR promoter. HEK293T StAR-luciferase reporter, SF-1/DAX-1 repression relief. inhibition, % at 6.8 µM. AID 652010. 1.1% of 370,000 active;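 active = inhibition above the mean over all tested compounds plus 3 SD, cut at about 3.6% in these data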;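 note: 0% = DAX-1 cells with DMSO and 100% = cells lacking DAX-1 with DMSO; higher inhibition means more luminescence from relief of DAX-1 repression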
hgDAF12 agonist – activates the H. glycines DAF-12 receptor ligand-binding domain | HEK293 GAL4-hgDAF12 UAS-luciferase reporter, agonist luminescence; normalized to butyrate control | activation, % at 6.8 µM | 1.8% of 370,000 active;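 active = activation above a cutoff set at the mean of all screened compounds plus 3 SD, cut at about 10% in these data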;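 note: 0% = DMSO wells and 100% = sodium butyrate wells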
Rev-erbA mod – modulators of human Rev-erb alpha DNA binding; activity, % at 10 µM; P20393; 0.79% of 370,000 active; Rev-erbα–FITC-DNA binding, fluorescence polarization, 90 min;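 active = activity above about 14%, limit read from the data; passing the limit was not always enough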;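 note: 0% = DMSO wells with 35 nM protein and 100% = DMSO wells with 750 nM protein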
Target sequence (P20393 whole entry, looked up): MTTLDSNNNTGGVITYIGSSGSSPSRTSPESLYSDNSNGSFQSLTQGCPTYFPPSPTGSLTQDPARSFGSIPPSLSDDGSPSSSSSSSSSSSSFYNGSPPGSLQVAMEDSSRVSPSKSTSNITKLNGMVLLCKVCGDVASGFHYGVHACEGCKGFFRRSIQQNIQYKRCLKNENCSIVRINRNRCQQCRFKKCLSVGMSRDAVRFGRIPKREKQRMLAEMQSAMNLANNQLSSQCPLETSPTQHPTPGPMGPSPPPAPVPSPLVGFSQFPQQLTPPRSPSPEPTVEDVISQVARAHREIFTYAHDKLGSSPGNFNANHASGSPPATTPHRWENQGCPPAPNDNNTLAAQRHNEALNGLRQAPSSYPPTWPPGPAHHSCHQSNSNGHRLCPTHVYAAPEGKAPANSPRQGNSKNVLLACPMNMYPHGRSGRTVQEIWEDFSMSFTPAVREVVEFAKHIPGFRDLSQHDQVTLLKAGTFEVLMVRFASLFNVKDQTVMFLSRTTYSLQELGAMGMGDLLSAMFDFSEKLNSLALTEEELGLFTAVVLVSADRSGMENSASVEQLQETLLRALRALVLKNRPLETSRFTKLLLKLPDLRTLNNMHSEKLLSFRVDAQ
The depositor's hits bear a star; . = not tested or not shown.

SMILES	GAA850 FXN act	DAX1 inh-1	PG9 binder	ssDAF12 agonist	hcDAF-12 act	SMARCA2 act	HGIII-sPLA2 inh	PLCb3 inh	DAX1 inh-2	hgDAF12 agonist	Rev-erbA mod
CCCN1CCN(C(=O)Cn2c(=O)oc3cc(S(=O)(=O)NCc4ccccc4)ccc32)CC1	1.4	1.5	-0.4	0.3	-1.0	1	1	1	0.4	0.9	1
Cc1ccc(C(=O)CSc2nc(O)cc(=O)[nH]2)cc1C	3.6	-0.1	-0.4	-1.1	-2.6	-2	0	-12	-0.3	-0.8	3
CC(C)NC(=O)C1Cc2c(-c3ccccc3Oc3ccccc3)ccnc2O1 (stereo unspecified)	-1.1	.	0.5	-1.6	-1.4	-6	12	0	0.5	-2.7	-8
CC(NC(=O)c1ccccc1Cl)C(=O)O (stereo unspecified)	0.9	0.2	-1.4	-0.3	0.6	-3	-1	2	-0.2	-0.2	-4
O=C(COC(=O)CN1C(=O)C2CCCCC2C1=O)NCc1ccc(Cl)cc1Cl (stereo unspecified)	3.1	0.7	-2.8	-0.7	-1.3	0	3	-5	-1.3	4.8	-4
O=c1oc(-c2ccccc2NS(=O)(=O)c2ccc(Cl)cc2)nc2ccccc12	-0.2	2.5	0.3	-0.3	-0.7	-6	-25	-100	0.2	0.6	5
CCOc1cccc(C(=O)NC(=S)Nc2ccc(Cl)cc2C(=O)O)c1	-1.8	-0.7	-0.5	-1.1	0.7	5	-3	-21	1.1	-2.8	-3
CC1(C)CC(=O)C2=C(C1)NC(=O)NC2c1ccc([N+](=O)[O-])cc1 (stereo unspecified)	0.2	-0.8	-0.1	-0.6	-1.9	4	5	-2	-0.2	-2.5	0
O=C(NCCN1CCC(n2c(=O)[nH]c3ccccc32)CC1)c1ccc(F)cc1F	.	.	-1.2	-1.2	-2.2	-2	6	-3	-0.6	-3.1	-3
CCc1ccc(N(C(=O)c2csnn2)C(C(=O)NCc2ccccc2)c2ccco2)cc1 (stereo unspecified)	-2.5	1.7	-2.3	-0.8	-1.6	3	3	3	0.2	0.6	-4
COC[C@@H]1CCCN1c1ccc2c(c1)O[C@@H]1CCN(C1)S2(=O)=O	.	.	.	0.3	-1.1	-2	5	-2	0.1	1.9	2
O=C(c1ccccc1Cl)N1CCC(c2nc3c(nnn3Cc3ccco3)c(=O)[nH]2)CC1	-0.6	0.1	-1.4	-1.4	-0.9	-1	-15	-1	0.1	-1.3	-11
CCn1c2ccccc2c2nnc(SCC(=O)OCN3C(=O)c4ccccc4C3=O)nc21	1.1	-0.2	1.1	-0.2	0.3	-1	11	1	-0.8	-0.1	0
COc1ccc(C(=O)Nn2cnc3ccccc3c2=O)c(OC)c1	3.0	2.3	-0.9	-0.9	1.6	1	10	-16	1.9	9.0	-2
CN(C)S(=O)(=O)Nc1ccccn1	-0.2	1.2	-0.4	-1.1	-0.9	-1	-1	-2	0.0	-2.1	5
CCOc1cnn(Cc2ccccc2)c(=O)c1SCc1ccccc1	1.1	-0.1	-1.4	-1.5	1.6	1	0	-1	-0.1	1.5	2
C=C(C)CSc1nnc(-c2cccc(Cl)c2)n1N	2.9	0.7	1.1	-1.4	-0.5	1	1	2	1.7	4.2	-6
CC(=O)c1cccc(NC(=O)Nc2ccc3c(c2)CCC3)c1	4.0	0.0	-2.1	-0.2	-0.9	1	-2	-8	0.8	4.4	-1
COc1ccc(N(C(=O)CCl)C(C(=O)NCCc2ccccc2)c2cccs2)cc1 (stereo unspecified)	-12	-3.0	-1.1	-1.6	-3.9	-6	-3	3	-0.9	-1.7	6
COc1ccc(N(C(=O)Cn2nnc3ccccc32)C(C(=O)NCc2ccco2)c2cccnc2)cc1 (stereo unspecified)	-0.5	0.3	0.2	-0.9	-0.5	-1	-4	0	-0.5	-0.6	2
COc1ccc(/C=N/Nc2cc(=O)n(C)c(=O)n2C)cc1OC	1.2	-1.1	-3.3	-1.4	-0.9	-2	16	-49	0.0	2.6	10
C[C@@H]1ON(C)[C@H]2C[C@H]3c4[nH]c5cccc(Br)c5c4CCN3C(=O)[C@@H]12	.	.	1.3	-0.9	-1.6	4	-9	3	-0.1	0.3	-2
Cc1nc(NC(=O)C2CC2)sc1C(=O)Nc1ccc(Br)cc1	-0.7	-0.6	14*	-1.9	-1.7	0	3	-4	0.3	-1.6	38*
COc1ccc(C2C(C(=O)c3ccco3)=C(O)C(=O)N2c2nnc(C)s2)cc1 (stereo unspecified)	1.1	2.5	0.3	0.0	0.2	-1	-6	-68	-0.7	1.6	4
Cc1cc(=O)oc2cc(OC(C)C(=O)NC3(C#N)CCCCC3)ccc12 (stereo unspecified)	0.4	0.6	-2.2	-1.2	-2.0	-1	2	-15	0.1	-0.6	-3
O=C(C1=COCCO1)N1CCN(S(=O)(=O)c2cccc(F)c2)CC1	0.1	0.6	0.9	-1.2	-0.7	0	11	-8	-0.1	-1.9	3
C=CC[n+]1c(-c2ccc(C)cc2)csc1NNC(=O)Nc1ccccc1	1.5	-1.6	0.7	-1.8	-2.3	-4	2	-5	-2.0	-1.1	3
CN1CCN(C(=O)c2cc3c(c(-c4cccc(C#CC(C)(C)O)c4)n2)[C@H](CCO)N(S(=O)C(C)(C)C)C3)CC1 (stereo partly specified)	.	.	-0.6	-0.7	1.5	-1	4	-16	0.4	1.2	11
CCCCN(C(=O)CSCC(=O)Nc1cccc(C)c1)c1c(N)n(CCCC)c(=O)[nH]c1=O	2.0	-0.1	-1.0	-0.6	0.0	1	4	-6	0.5	2.8	7
NC(=O)CSC1=Nc2ccccc2C2=NC(CCC(=O)NCc3ccc(F)cc3)C(=O)N12 (stereo unspecified)	-1.4	0.5	-1.3	-0.8	-0.2	-3	7	-24	1.0	-1.9	-5

One compound at a time (already shown). Order of screens: GAA850 FXN act	DAX1 inh-1	PG9 binder	ssDAF12 agonist	hcDAF-12 act	SMARCA2 act	HGIII-sPLA2 inh	PLCb3 inh	DAX1 inh-2	hgDAF12 agonist	Rev-erbA mod
COc1ccc(C2C(C(=O)c3ccco3)=C(O)C(=O)N2c2nnc(C)s2)cc1 (stereo unspecified) reads 1.1	2.5	0.3	0.0	0.2	-1	-6	-68	-0.7	1.6	4
CCCCN(C(=O)CSCC(=O)Nc1cccc(C)c1)c1c(N)n(CCCC)c(=O)[nH]c1=O reads 2.0	-0.1	-1.0	-0.6	0.0	1	4	-6	0.5	2.8	7

Following part.
SMILES	GAA850 FXN act	DAX1 inh-1	PG9 binder	ssDAF12 agonist	hcDAF-12 act	SMARCA2 act	HGIII-sPLA2 inh	PLCb3 inh	DAX1 inh-2	hgDAF12 agonist	Rev-erbA mod
CCC(C)(C)n1nnnc1C(c1cccc(C#N)c1)N1CCN(c2cc(C)ccc2C)CC1 (stereo unspecified)	-1.2	0.6	0.3	-0.8	-0.9	-1	7	2	0.1	-1.4	-2
COCCNC(=S)N/N=C(\C)c1ccc(OC)cc1	2.8	-0.5	0.1	-1.6	0.4	1	11	0	0.7	-1.2	-3
O=C(NCC1CCN(C(=O)c2ccc([N+](=O)[O-])cc2)CC1)C(=O)Nc1ccccc1	3.2	-0.2	0.0	-0.8	0.7	0	4	1	0.6	3.1	-3
O=C1N2Cc3ccccc3C2CS(=O)(=O)N1Cc1ccccc1 (stereo unspecified)	.	.	.	0.1	-0.6	-2	2	-1	-0.2	0.8	8
O=C1CSC(c2ccc([N+](=O)[O-])cc2)N1c1ccccc1 (stereo unspecified)	1.1	-1.3	-2.3	-0.8	-0.1	-2	-6	-4	-0.6	1.5	-1
CC(=O)Nc1ccc(S(=O)(=O)NNC(=S)NCC2CCCO2)cc1 (stereo unspecified)	-1.1	0.8	-2.0	-0.8	0.2	3	3	-2	0.8	0.1	-3
CN(C)c1ccc(C2OC(=O)C(C)(C)C(=O)C2(C)C)cc1 (stereo unspecified)	0.8	0.8	-0.9	-1.1	0.2	-1	-2	4	1.0	0.2	.
O=C1CCCCN1CCC(=O)N1CCCC(Nc2ccc(F)c(F)c2)C1 (stereo unspecified)	-0.2	-0.1	0.0	-1.2	-0.9	-3	8	-10	-0.2	-2.2	5
O=C(NCC1CCCO1)C(=O)N/N=C/c1ccc(OCc2ccccc2Cl)cc1 (stereo unspecified)	0.4	-1.0	-0.1	-0.6	-0.4	0	3	3	-0.8	0.6	-9
CC(C)OC(=O)CC1C(=O)NCCN1C(=S)NC(=O)c1ccccc1 (stereo unspecified)	0.3	0.7	-0.5	-1.6	1.6	0	2	2	-0.3	0.8	-2
N#Cc1c(C(F)(F)F)cc(-c2ccccc2)nc1SCCN1CCOCC1	4.4	-0.3	-0.8	-0.3	4.7	-3	-1	-22	-0.4	-1.1	3
CSCCC(NC(=O)C12CC3CC(CC(C3)C1)C2)C(=O)OCC(=O)c1ccc(Cl)cc1 (stereo unspecified)	4.8	0.4	-1.8	-0.6	0.4	0	-4	-4	0.2	0.7	-1
O=C(NCCCN1CCN(c2ccccc2F)CC1)C1CCN(S(=O)(=O)c2cccs2)CC1	0.4	-1.9	-1.2	-2.2	-2.7	-5	-4	3	-1.5	-4.3	-4
CC(C)c1cc(Br)ccc1OCCN1C(=O)NC(C)(C)C1=O	0.6	1.3	-0.9	-1.1	-1.8	0	-4	1	-0.1	-3.5	14*
CCC(=O)N1CCCC1(C)C(=O)NCc1ccc(SC)cc1 (stereo unspecified)	-0.5	.	-0.3	-1.3	-0.5	-2	2	1	0.7	0.2	13
Cc1ccc(NC(=O)c2sc(Cl)nc2-c2ccccc2)cc1C	-0.5	0.7	3.3	-1.2	-1.6	0	2	-6	-0.5	-2.4	53*
COc1cccc(C(=O)NCCS(=O)(=O)NC2CCCC2)c1	0.4	0.3	0.3	-0.9	-1.2	1	3	-2	0.0	0.7	1
Cc1ccc2nc(NC(=O)CN(C)S(=O)(=O)c3ccc(Br)s3)sc2c1	0.6	0.3	-1.8	-1.7	-0.8	1	-46	-2	0.1	1.6	1
CC1(C)CC(=O)C=C(c2ccc(-c3ccccc3)cc2)C1=O	3.3	0.5	-1.7	-0.1	-1.6	3	-4	0	2.5	3.0	3
O=C(CN1c2cccc3cccc(c23)S1(=O)=O)N1CCN(c2ccccc2)CC1	0.6	-0.6	-1.7	-1.5	0.7	-3	2	-294	-2.2	-0.5	2
CN(CCO)C(=O)c1nc[nH]c1C(=O)N(C)Cc1ccccc1	.	.	0.8	-1.1	-1.9	-3	14	1	-0.2	-1.9	1
CC1N(C)c2cc(NC(=O)c3ccco3)c(P(=O)(Nc3ccc([N+](=O)[O-])cc3)N3CCOCC3)cc2C1(C)C (stereo unspecified)	1.2	0.0	-0.3	-2.1	0.4	-4	-8	-3	0.5	4.0	-1
Cc1nn(-c2ccccc2)c2sc(C(=O)NCCN3CCOCC3)cc12	-3.1	-0.6	-0.9	-1.2	-0.6	7	-8	-13	-0.2	-1.3	-4
COc1ccc(NC(=O)COC(=O)c2ccco2)c([N+](=O)[O-])c1	1.9	-0.2	-0.5	-0.9	-1.4	1	5	-1	-0.4	-1.2	0
O=C(COC(=O)/C=C/c1cccc(Br)c1)NC1CCCCC1	0.3	0.4	1.4	-1.4	0.3	-2	3	-7	-0.3	2.0	0
O=C(NNC(=O)c1cc2cc(Br)ccc2oc1=O)c1ccc(O)cc1	1.6	-0.3	0.0	2.5*	0.7	1	-4	2	0.4	-1.9	5

Screening results (PubChem)
